Neddyl block – blocks human cullin neddylation; P61081+Q13564; TR-FRET cullin neddylation, biochemical; calls only at 25 µM; 360,000 tested, 0.58% active; AID 651699; in the data active means inhibition above about 36%
MsrA act – bovine methionine sulfoxide reductase A activation; 360,000 tested, 0.3% active; activation, % at 10.6 µM; purified bovine MsrA, absorbance read-out; in the data active means activation above about 7.5%;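 further: 0% = vehicle and 100% = reference activator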
CendR NRP1 mod – NRP-1/CendR interaction modulation; FAM-RPARPAR peptide binding to NRP-1, fluorescence polarization; O14786; inhibition, % at 25 µM; 360,000 tested, 0.85% active; AID 602438;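 active means inhibition or corrected inhibition above about 18%, plus a signal ratio from 0.5 to 1.5, limit read from the data, passing the limit was not always enough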; further: strong numbers were not always called active
MLLE-PAM2 inh – blocks PAM2 peptide binding to the PABP1 MLLE domain | inhibition, % at 20 µM | GST-MLLE / FITC-PAM2 fluorescence polarization | P11940 | 360,000 tested, 0.36% active; in the data active means inhibition above about 35%, passing the limit was not always enough;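 further: plate controls were DMSO wells with GST-MLLE for no effect and wells lacking GST-MLLE protein for full effect; some results filed as inactive read as strong as hits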
Target sequence (P11940 whole entry, looked up, the tested form may be a part): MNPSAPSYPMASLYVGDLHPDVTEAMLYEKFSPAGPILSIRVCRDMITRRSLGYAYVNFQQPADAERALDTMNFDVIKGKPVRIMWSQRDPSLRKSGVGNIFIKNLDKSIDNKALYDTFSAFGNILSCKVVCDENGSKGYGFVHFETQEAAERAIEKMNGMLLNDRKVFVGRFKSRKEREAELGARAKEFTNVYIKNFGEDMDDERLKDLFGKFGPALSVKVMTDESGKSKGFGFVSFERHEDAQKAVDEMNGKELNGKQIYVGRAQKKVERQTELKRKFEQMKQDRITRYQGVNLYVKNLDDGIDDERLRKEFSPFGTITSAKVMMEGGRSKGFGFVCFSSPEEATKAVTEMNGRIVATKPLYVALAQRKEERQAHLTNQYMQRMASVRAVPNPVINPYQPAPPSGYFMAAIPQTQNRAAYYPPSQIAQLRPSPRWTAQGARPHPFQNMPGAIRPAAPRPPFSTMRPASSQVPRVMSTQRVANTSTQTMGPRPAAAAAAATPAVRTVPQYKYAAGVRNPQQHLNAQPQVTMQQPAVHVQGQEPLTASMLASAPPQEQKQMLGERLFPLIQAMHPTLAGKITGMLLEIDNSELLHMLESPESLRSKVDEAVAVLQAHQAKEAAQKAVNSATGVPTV
MT1-MMP act inh – blocks activation of human MT1-MMP. GFP/RFP ratio change, % at 20 µM. 360,000 tested, 0.061% active. P50281. HT1080 RFP-PRO-GFP cells, GFP/RFP ratio fluorescence, overnight; percent of plate control window, DMSO zero;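 active means GFP/RFP ratio change of at least 30% with cell ATP level not reduced by more than half and red fluorescence within 50% of control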; further: strong numbers were not always called active
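Material – HT1080 RFP-PRO-GFP cells · Control set – DMSO wells and RFP-L50D-GFP cells · Incubation – overnight cell settling, then overnight compound exposure, 37 °C, 5% CO2 · Compound dosing – single-point 20 µM compound, 1% DMSO · Read-out – GFP/RFP fluorescence ratio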
eLon inh – inhibitors of E. coli Lon protease | inhibition, % at 7.94 µM | 360,000 tested, 0.42% active | purified E. coli Lon protease, fluorescence polarization | P0A9M0; in the data active means inhibition above about 13%, passing the limit was not always enough;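 further: 0% = enzyme with probe and DMSO and 100% = no enzyme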
FAS TE block – blocks the thioesterase domain of human fatty acid synthase | P49327 | recombinant FAS-TE, OMFH fluorogenic substrate, fluorescence endpoint | inhibition, % at 15 µM | 360,000 tested, 0.67% active;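 active means compounds whose normalised, plate-corrected inhibition of enzyme fluorescence in the single-dose primary screen is 50% or more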;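 further: 0% = DMSO with enzyme and 100% = substrate without enzyme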
Rin1-Abl PPI inh – blocks binding of human Rin1 to Abl | inhibition, % at 7.35 µM | TR-FRET Rin1/Abl binding, biochemical | AID 588664 | 360,000 tested, 0.4% active; in the data active means inhibition above about 5%, passing the limit was not always enough
SKN-1 block – blocks SKN-1 activity in C. elegans; C. elegans VP596 Pgst-4::GFP/RFP ratio, acrylamide-induced, 24 h; inhibition, % at 21.8 µM; 360,000 tested, 0.49% active; AID 624304;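 active means interference check ratio from 0.5 to 1.5 plus GFP to RFP signal ratio inhibition reaching or exceeding a fixed threshold, cut at about 30% in these data, passing the limit was not always enough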; further: some compounds called inactive have numbers as strong as hits
* hit, by the source's call; i = inactive; nt = no result given.

SMILES	Neddyl block	MsrA act	CendR NRP1 mod	MLLE-PAM2 inh	MT1-MMP act inh	eLon inh	FAS TE block	Rin1-Abl PPI inh	SKN-1 block
CCCCc1nnc(SCC(=O)NC2CCCCC2)n1C	i	0	12	-19	1	-7	-5	4	1
COc1ccc(CCNC(=O)CCN2C(=O)COc3ccccc32)cc1OC	i	-5	8	9	7	-1	-9	0	4
O=[N+]([O-])c1ccc(N2CCN(c3ccccc3)CC2)cc1	i	-3	1	-3	3	1	2	1	13
Cc1nn(C(C)C(=O)NCCc2ccccc2)c(=O)c2cc3occc3n12 (centres undefined)	i	-4	10	2	0	-4	-1	2	2
O=C(CSc1nc2ccccc2c(=O)n1CC1CCCCC1)N1CCOCC1	i	-4	6	13	-2	-2	3	1	-9
Cc1nn(C)cc1C(C(=O)NC1CCCCC1)N(C(=O)c1cnccn1)c1ccc(Oc2ccccc2)cc1 (centres undefined)	i	0	7	18	5	-25	37	4	3
CCN(CC)C(=O)c1ncn2c1C(=O)N(C)CC2	i	-3	1	9	4	4	-7	7	19
Cc1ccc(C(C(=O)NC2CCCCC2)N(C(=O)c2csnn2)C2CCCC2)o1 (centres undefined)	i	-1	-3	8	-5	-6	-3	1	2
Cc1ccc(NC(=O)COC(=O)c2ccccc2Nc2ccccc2)cc1	nt	-5	-18	4	2	-4	8	0	6
O=C(Nc1ccc2c(c1)OCCO2)C1CCCN1S(=O)(=O)c1ccc(Cl)cc1 (centres undefined)	i	-10	-2	6	2	-3	-1	6	-6
N/C(=N\OC(=O)N1CCOCC1)c1ccc(Br)cc1	i	-6	-2	-4	-13	0	-8	3	8
COCCCNCCCOc1ccc(Cl)cc1C(C)(C)C	i	-1	5	7	-4	-1	-11	1	0
C=CC(=O)Nc1ccc(N(C)c2ccnc(Nc3ccc(N4CCN(C)CC4)cc3)n2)cc1	i	-1	3	-23	-17	-1	-18	-11	-1
CCOc1ccc(CNC(=S)Nc2ccccc2)cc1Cl	i	0	2	-50	4	-1	15	-1	23
CC(C(=O)O)n1nc2ccccc2n1 (centres undefined)	i	5	4	4	12	-4	-6	-1	5
CC(C)(C)N(Cc1ccccc1)C(=O)COC(=O)Cn1[nH]c(=O)c2ccccc2c1=O	i	-2	-4	-86	-7	-3	4	1	4
CCCc1nc2ccccc2[nH]1	i	-2	-8	-13	-8	-14	-11	-5	20
CCNC(=O)N(C)C[C@H]1N[C@@](CC)(C(=O)OC)[C@H]2C(=O)N(Cc3ccccc3)C(=O)[C@@H]12	i	-1	3	-3	6	1	-6	-5	7
CC(C)CN(C(=O)CN1CCN(c2ccc(O)cc2)CC1)c1c(N)n(CC(C)C)c(=O)[nH]c1=O	i	-8	0	-3	-2	4	-7	2	-6
Cc1cc(C(=O)NNC(=S)NC2CCCCC2)cs1	i	0	8	-10	1	-4	-7	-1	31

Overlap with the part before: two compounds, followed by the next part.
SMILES	Neddyl block	MsrA act	CendR NRP1 mod	MLLE-PAM2 inh	MT1-MMP act inh	eLon inh	FAS TE block	Rin1-Abl PPI inh	SKN-1 block
CC(C)CN(C(=O)CN1CCN(c2ccc(O)cc2)CC1)c1c(N)n(CC(C)C)c(=O)[nH]c1=O	i	-8	0	-3	-2	4	-7	2	-6
Cc1cc(C(=O)NNC(=S)NC2CCCCC2)cs1	i	0	8	-10	1	-4	-7	-1	31
COc1ccc(NC(=O)COC(=O)c2ccc(-n3nc(C)cc3C)cc2)cc1OC	i	-1	1	-6	2	6	2	2	10
COCOc1ccc(C=O)c(OCOC)c1	i	-2	-16	-5	-3	-11	-1	-1	3
C[C@@H]1CN([C@@H](C)CO)S(=O)(=O)c2ccc(Br)cc2O[C@H]1CN(C)Cc1ccncc1	i	0	5	-1	-5	-7	-1	0	3
COc1ccc(C(O)P(=O)(OC(C)C)OC(C)C)c(OC)c1 (centres undefined)	i	-3	3	10	-5	-6	-6	-1	0
COCCCNC(=O)C1CC(=O)N(Cc2ccc(OC)cc2)C1 (centres undefined)	i	-3	4	-14	-4	2	-12	1	9
O=C(CSc1nnc(Cc2cc(=O)[nH]c(=O)[nH]2)n1-c1ccc(F)cc1)N1CCCCC1	i	0	4	1	-6	14*	-2	-5	1
COc1ccccc1OCCNC(=O)c1cccc(S(=O)(=O)N2CCN(Cc3ccccc3)CC2)c1	i	2	7	9	-1	6	13	2	2
CCOC(=O)c1nn(-c2ccc(Cl)cc2)c2nnc(Cc3ccc(C)cc3)c(=O)n12	i	0	-12	2	1	-5	16	1	7
C/C(=N\S(=O)(=O)c1ccc(C)cc1)N1CCN(S(=O)(=O)c2ccccc2)C1	i	-14	8	4	-5	-2	-6	1	-22
CC(=O)c1ccc(N(CC(=O)NCC2CCCO2)C(=O)CCC(=O)Nc2cc(C)on2)cc1 (centres undefined)	i	-13	6	0	-2	8	-1	5	-6
Cc1cccc(C)c1NC(=O)C1(NC(=O)C2CCCN2C(=O)OC(C)(C)C)CCCCC1 (centres undefined)	i	-4	-2	1	1	2	-7	-9	-15
CC1CCC2(CC1)NC(=O)c1ccccc1O2 (centres undefined)	i	-3	-5	-10	-1	-3	-8	3	18
COc1ccc(NC(=S)/N=C(\N)Nc2nc(C)c3ccc(C)cc3n2)cc1	i	0	-1	33	-3	4	32	1	-7
Cc1ccccc1N=Cc1cc2c(cc1O)OC(N)=C(C#N)C2c1ccccc1 (centres undefined)	i	-16	-9	-91	nt	-140	-14	-1	-3
Cc1ccc(-c2nc3ccc(C(=O)O)cc3nc2-c2ccc(C)cc2)cc1	nt	-2	-22	13	-1	-3	6	-9	-10
COc1ccc([N+](=O)[O-])cc1NC(=O)c1ccc(N(Cc2ccccc2Cl)S(C)(=O)=O)cc1	i	1	-8	-9	0	3	43	0	15
O=C(N/N=C/c1ccc(O)cc1)Nc1cccc2nsnc12	i	-4	-11	-2	-21	-2	29	-2	4
COc1cc([C@H]2Oc3c(OC)cc(CCCO[C@@H]4O[C@H](CO)[C@@H](O)[C@H](O)[C@H]4O)cc3[C@@H]2CO)ccc1O	i	1	0	13	10	-15	-4	-3	-3
COc1ccccc1C(=O)NC(=S)N1CCCc2ccccc21	i	-3	-12	17	-3	2	1	-4	10
CCOC(=O)Cn1c(=S)[nH]c2c(oc3ccc(Cl)cc32)c1=O	i	1	13	-62	7	-6	-1	-6	5
CNC(=O)c1ccc(CN(C)C(=O)c2cc(C3CC3)nc3c2cnn3C(C)C)cc1	i	-10	0	2	4	3	-7	2	1
CC1CCCCC1NC(=O)COC(=O)COc1ccccc1Cl (centres undefined)	i	-2	0	-9	5	6	-5	-1	5
O=C(CC1S/C(=N/N=C/c2cccnc2)NC1=O)Nc1ccccc1 (centres undefined)	i	-4	-20	-7	0	-6	-2	3	3
COC(=O)[C@@]12CCCCN1[C@H](c1ccc(SC3CCCCC3)c(OC)c1)[C@@H]1C(=O)N(C)C(=O)[C@@H]12	i	0	0	2	-4	-6	30	3	3
COc1ccc(Cl)cc1NC(=O)C1CC(=O)N(C2CCCCC2)C1 (centres undefined)	i	-1	-2	-9	2	-2	6	-2	-4
COc1ccc(-c2csc(NC(=O)Nc3ccccc3)n2)cc1	i	-14	2	-5	1	8	-1	3	-8
CCC(=O)N1c2ccc(S(=O)(=O)NCCc3ccc(OC)c(OC)c3)cc2CC1C (centres undefined)	i	-3	2	-9	1	16	-1	0	19
CN(C)C(=O)c1cn(-c2ccc(Cl)cc2)c(=O)c2ccccc12	i	-3	7	-11	-4	-13	-6	3	6
Cc1cc(NC2CCCCC2)nc(-c2ccccc2O)n1	nt	-2	0	12	-8	2	18	6	7
Nc1nnc(Cc2ccc(Cl)cc2)s1	i	-2	-4	-9	-5	3	-2	3	-12
CN1CCN(C(=O)c2cnn3c(C(F)(F)F)cc(-c4cccs4)nc23)CC1	nt	-6	15	-1	-2	-3	-8	-4	12
CC1(C(=O)Nc2ccc3[nH]ncc3c2)CCN1C(=O)CCc1ccccc1 (centres undefined)	i	5	0	8	-1	-1	-8	1	-4
Cc1cc(NC(=O)CSc2nnnn2-c2ccc(F)cc2)no1	i	-3	15	23	0	11	1	0	-1
CC(=O)N1N=C(c2ccco2)CC1c1cccs1 (centres undefined)	i	-3	-1	13	0	0	-8	1	4
Cc1c(N(C(=O)CNC(=O)c2ccccc2)C2(C(=O)NC3CCCC3)CCCCC2)c(=O)n(-c2ccccc2)n1C	i	1	-13	-14	0	12	-5	2	-8
O=C(Nc1ccc(Cl)cc1)Nc1cccc(C(=O)O)c1	i	-2	-11	13	2	-1	-4	6	-8
CCOC(=O)N1CCN(C(=O)/C(=C/c2cccs2)NC(=O)c2ccc(OC)c(OC)c2)CC1	i	-6	-6	-2	3	5	-3	0	-18
COc1ccccc1CC(=O)OCC(=O)N1CCN(c2ccc(F)cc2)CC1	i	-2	12	-11	1	-1	-2	0	2
CCOc1ccccc1C=NNc1ccc([N+](=O)[O-])cn1	i	-3	-16	-13	-7	-2	-3	4	4
COc1ccc(C(=O)Nc2nnc(Cc3ccccc3)s2)c(OC)c1	i	-1	-3	2	3	6	-11	-2	-1
C/C(=N\NC(=O)c1cccnc1)c1ccc(-c2ccccc2)cc1	i	1	-6	3	15	11	-6	-4	15

2 entries picked at random from the list so far:
SMILES	Neddyl block	MsrA act	CendR NRP1 mod	MLLE-PAM2 inh	MT1-MMP act inh	eLon inh	FAS TE block	Rin1-Abl PPI inh	SKN-1 block
CCCCc1nnc(SCC(=O)NC2CCCCC2)n1C	i	0	12	-19	1	-7	-5	4	1
N/C(=N\OC(=O)N1CCOCC1)c1ccc(Br)cc1	i	-6	-2	-4	-13	0	-8	3	8

Exported bar-delimited: entries from further up
Molecule | Neddyl block | MsrA act | CendR NRP1 mod | MLLE-PAM2 inh | MT1-MMP act inh | eLon inh | FAS TE block | Rin1-Abl PPI inh | SKN-1 block
Cc1c(N(C(=O)CNC(=O)c2ccccc2)C2(C(=O)NC3CCCC3)CCCCC2)c(=O)n(-c2ccccc2)n1C | i | 1 | -13 | -14 | 0 | 12 | -5 | 2 | -8
O=C(Nc1ccc(Cl)cc1)Nc1cccc(C(=O)O)c1 | i | -2 | -11 | 13 | 2 | -1 | -4 | 6 | -8

Assay outcomes deposited in PubChem BioAssay by several laboratories.

Compounds were not picked by outcome. About 4% of those tested had a hit in this group.
